# Screens from PubChem BioAssay.
# KAT2A inh: blocks human GCN5L2 histone acetyltransferase. GCN5L2 HAT assay, ThioGlo1 CoA-SH fluorescence. 0.21% of 390,000 active. Q92830. Potency, µM (top dose mostly 58.9 µM), for the others: at the top dose activity change, negative = inhibition, usual class: inhibitors
# Target sequence (Q92830 whole entry, looked up): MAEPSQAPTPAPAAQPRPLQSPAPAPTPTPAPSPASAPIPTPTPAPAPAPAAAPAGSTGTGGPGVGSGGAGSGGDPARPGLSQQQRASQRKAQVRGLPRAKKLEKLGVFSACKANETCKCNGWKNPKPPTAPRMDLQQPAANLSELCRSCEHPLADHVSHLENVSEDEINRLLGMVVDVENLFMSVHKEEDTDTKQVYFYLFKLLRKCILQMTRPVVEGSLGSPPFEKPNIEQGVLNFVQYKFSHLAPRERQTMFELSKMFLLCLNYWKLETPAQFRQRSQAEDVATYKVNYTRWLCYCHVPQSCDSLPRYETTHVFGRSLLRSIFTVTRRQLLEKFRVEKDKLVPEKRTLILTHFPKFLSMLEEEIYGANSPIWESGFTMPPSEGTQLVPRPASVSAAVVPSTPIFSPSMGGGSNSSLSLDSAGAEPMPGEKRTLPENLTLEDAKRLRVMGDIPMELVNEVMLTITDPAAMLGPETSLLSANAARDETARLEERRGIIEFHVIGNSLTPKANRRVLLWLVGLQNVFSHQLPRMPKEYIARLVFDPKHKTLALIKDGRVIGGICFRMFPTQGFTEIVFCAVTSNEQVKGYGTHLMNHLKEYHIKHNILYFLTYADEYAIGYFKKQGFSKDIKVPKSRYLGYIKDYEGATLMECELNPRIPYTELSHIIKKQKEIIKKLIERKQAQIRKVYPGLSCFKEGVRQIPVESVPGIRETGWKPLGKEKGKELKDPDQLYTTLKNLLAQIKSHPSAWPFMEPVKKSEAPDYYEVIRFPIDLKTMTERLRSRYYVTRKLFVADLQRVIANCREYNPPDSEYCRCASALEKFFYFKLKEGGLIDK
#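 Compounds, pin-transferred from DMSO stocks, meet 20nM GCN5L2 for 15 min before the reaction begins with H3(1-25) peptide (75uM) and acetyl-CoA (70uM). Thiol-reactive ThioGlo1 reports CoA release over 20 min at room temperature.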
# TDP1 cell CPT: DT40-hTDP1 cell growth loss with CPT. chicken DT40 Tdp1-/-;hTDP1 cells + 20 nM CPT, ATP luminescence, 48 h. Potency, µM (top dose mostly 46.2 µM), for the others: top-dose activity change, negative = growth inhibition, hits mostly inhibitors. 12% of 420,000 active; note: nearly all actives have a fitted effect of over 55% in size
#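 Chicken DT40 Tdp1-/- cells stably complemented with human TDP1 were seeded at 400 cells/well in medium containing 20 nM camptothecin, exposed to pin-transferred compounds, and grown at 37 °C for at least 48 hr. Viability was read as ATP luminescence.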
# DT40 TDP1 no CPT: qHTS for Inhibitors of human tyrosyl-DNA phosphodiesterase 1 (TDP1): qHTS in cells in absence of CPT; DT40 Tdp1-/- hTDP1 cells, no CPT, ATP luminescence, 48 h; 15% of 420,000 active; Potency, µM (series often up to 46.2 µM), without a hit: at the top dose activity change, negative = growth inhibition, hits mostly inhibitors; AID 686978, 2013; note: nearly all actives have a fitted effect of over 55% in size
#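 A cellular qHTS used chicken DT40 cells lacking endogenous Tdp1 but carrying stably transfected human TDP1. Compounds were applied without camptothecin, and cell growth kinetics were judged by ATP-dependent luminescence after ≥48 hr.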
# An asterisk follows results filed as active; ? = inconclusive; . = no result given; & = joins results of further samples; [ ] = another dose, or the depositor's remark. Calls come from the whole dose curve; as a rule, active = well fitted curve in the direction sought with a large enough effect; inconclusive = small, poorly fitted or top-dose-only effect, or another doubt; inactive = no such curve, though single readings can be large; an effect the other way counts as inactive or inconclusive. % is set by controls: 0 for no effect and ±100 for the full control effect; potency is the fitted concentration of half-maximal effect.
# A first look, four compounds:
Structure	KAT2A inh	TDP1 cell CPT	DT40 TDP1 no CPT
COc1ccc(-c2ccc3c(c2)S(=O)(=O)c2cccc(C(=O)N4CCN(C5CCCCC5)CC4)c2C3=O)cc1OC	-5.4%	18.4µM*	?
O=C(O)c1ccc(CSc2ncnc3c2cnn3Cc2ccccc2)cc1	-0.7%	-21.3%	3.3%
O=C(CNS(=O)(=O)c1ccc(F)cc1)N1CCCC1	.	21.0%	-1.6%
NC(=O)COc1c(-c2ccco2)oc2ccccc2c1=O	0.3%	17.1%	-26.2%

# Main list, from the first entry:
Structure	KAT2A inh	TDP1 cell CPT	DT40 TDP1 no CPT
COc1ccc(-c2ccc3c(c2)S(=O)(=O)c2cccc(C(=O)N4CCN(C5CCCCC5)CC4)c2C3=O)cc1OC	-5.4%	18.4µM*	?
O=C(O)c1ccc(CSc2ncnc3c2cnn3Cc2ccccc2)cc1	-0.7%	-21.3%	3.3%
O=C(CNS(=O)(=O)c1ccc(F)cc1)N1CCCC1	.	21.0%	-1.6%
NC(=O)COc1c(-c2ccco2)oc2ccccc2c1=O	0.3%	17.1%	-26.2%
COc1ccc(Cl)cc1CNC[C@H]1O[C@@H](n2cnc3c(=O)[nH]c(N)nc32)[C@H](O)[C@@H]1O	.	-13.5%	-2.0%
O=C(c1cnn(-c2ccccc2)c1)c1cc(F)ccc1O	?	-1.6%	-29.0%
COc1ccccc1NC(=O)N(CCN1CCOCC1)Cc1cc2cc(C)cc(C)c2[nH]c1=O	0.4%	1.5%	-29.2%
CCOc1ccc(-c2n[nH]c(C)c2-c2ccccn2)c(O)c1	-0.8%	-18.7%	?

Structure	KAT2A inh	TDP1 cell CPT	DT40 TDP1 no CPT
Cc1ccc2sc(N(Cc3cccnc3)C(=O)CCOc3ccccc3)nc2c1C	-0.1%	23.1µM*	18.4µM*
CCS(=O)(=O)N1CCN(c2ccc([N+](=O)[O-])c(NCc3ccccc3)c2)CC1	-5.0%	?	?
COc1cccc(NC(=O)CCN2C(=O)c3cccc([N+](=O)[O-])c3C2=O)c1	9.7%	3.1%	-3.7%
CCCCN(C(=O)CSc1ncnc2sccc12)c1c(N)n(Cc2ccccc2)c(=O)[nH]c1=O	-2.9%	-0.8%	-14.6%
O=S(=O)(NCc1ccco1)c1ccc(Cl)nc1	-0.2%	2.4%	8.1%
Cc1cc2cc(CCNC(=O)c3cccc([N+](=O)[O-])c3)c(=O)[nH]c2cc1C	-4.5%	?	16.4µM*
N#CCCn1cc(/C=N/N=C2\NC(=O)C(CC(=O)O)S2)c(-c2ccc(F)cc2)n1 (centres undefined)	-3.6%	8.5%	2.6%
O=C(NCc1ccco1)c1noc2c1CCCC2	-5.9%	0.0%	-12.7%

Structure	KAT2A inh	TDP1 cell CPT	DT40 TDP1 no CPT
CCOC(=O)C1CCCN(CC(=O)Nc2cc(C)c3c(=O)oc4ccccc4c3n2)C1 (centres undefined)	-4.3%	0.1%	?
CCN(C(=O)CSc1nnc(C)n1-c1ccc(C)cc1)c1c(N)n(Cc2ccccc2)c(=O)[nH]c1=O	.	-3.9%	5.1%
C[C@@H]1CN([C@H](C)CO)C(=O)Cc2cc(NC(=O)CCC(F)(F)F)ccc2O[C@@H]1CN(C)S(=O)(=O)c1ccccc1	.	-28.9%	?
CC(NC(=O)CSc1ccc(S(=O)(=O)N2CCOCC2)cn1)c1ccc(Cl)cc1Cl (centres undefined)	.	?	-27.6%
COc1ccc(-n2c(=O)cnc3cnc(Oc4ccccc4)nc32)cc1	-14.9%	-5.9%	?
Cc1c(C)c2cc(Cl)c(OC(C)C(=O)NCCN3CCOCC3)cc2oc1=O (centres undefined)	-16.8%	?	?
Cc1ccc(C(=O)Oc2ccc(-c3nccc(-c4ccccn4)n3)cc2)cc1	-2.1%	-20.3%	-22.7%
Cc1cccc(NC(=O)CCNC(=O)c2ccccc2)c1	-2.9%	10.2%	13.4%

Structure	KAT2A inh	TDP1 cell CPT	DT40 TDP1 no CPT
COc1ccc(C(=O)N(Cc2sccc2C)C2CCS(=O)(=O)C2)cc1 (centres undefined)	2.8%&-6.6%	-5.3%&22.2%	0.3%&-10.0%
CC(C)(C)NC(=O)c1nn(Cc2ccccc2)c(=O)c2ccccc12	-1.9%	-10.3%	?
CCn1ncc(N(C)N)c(Cl)c1=O	-9.3%	-2.5%	-6.1%
COc1cc(C(=O)Oc2ccccc2)ccc1OCc1c(C)noc1C	-4.3%	?	?
COc1ccc(-c2nc(C#N)c(N3CCC(C(N)=O)CC3)o2)cc1OC	0.9%	-8.6%	14.8%
Cc1cc(=O)oc2cc(OCC(=O)NCCCN3CCOCC3)ccc12	.	2.4%	-0.3%
CN(Cc1ccccc1C#N)S(=O)(=O)c1cccs1	0.6%	1.9%	?
CSc1ccc(C(=O)C2CCCN(C(=O)c3ccc4c(c3)no[n+]4[O-])C2)cc1 (centres undefined)	0.7%	?	13µM*

Structure	KAT2A inh	TDP1 cell CPT	DT40 TDP1 no CPT
COc1ccc(S(=O)(=O)N2CCC(C(=O)Nc3cccc(C(C)=O)c3)CC2)cc1	0.4%	?	?
CC(C)[C@H](NC(=O)C1CCN(S(=O)(=O)c2ccc(F)cc2)CC1)C(=O)N1CCCC1	0.9%	-20.2%	7.9%
O=C(CC1SC(=NCC2CCCO2)NC1=O)Nc1cc([N+](=O)[O-])ccc1Cl (centres undefined)	6.8%	-10.8%	-12.3%
Cc1ccccc1C(OCCN(C(C)C)C(C)C)c1ccccc1 (centres undefined)	-8.9%	?	?
Cn1c(=O)[nH]c(=O)c2c1nc(Br)n2CC(O)COc1ccccc1 (centres undefined)	?	-1.1%	-17.6%
O=C(/C=C/c1ccc(F)cc1)N1CCc2ccccc2C1	-3.1%	-16.9%	-6.6%
CCCCOc1ccccc1C1NC(=O)NC(C)=C1C(=O)OCCOC (centres undefined)	.	-2.5%	-0.4%
CCS(=O)(=O)N1Cc2ccccc2CC1C(=O)N1CCN(c2ccccc2)CC1 (centres undefined)	0.0%	-11.1%	-10.3%

Structure	KAT2A inh	TDP1 cell CPT	DT40 TDP1 no CPT
N=c1oc2cc(O)ccc2cc1C(=O)Nc1ccc(F)cc1	-1.6%	?	?
CCCCc1c(-c2ccccc2OC)ncn1CCc1cccc(F)c1	.	16.4µM*	20.6µM*
CCc1ccc(C2CC(=O)Oc3c2c(=O)n(C)c2ccccc32)cc1 (centres undefined)	-10.3%	2.0%	0.2%
CCOCc1nnc(NC(=O)CS(=O)(=O)c2ccc(C)cc2)s1	-4.4%	-3.6%	-17.8%
O=C(CCCc1ccccc1)NCCC1=CCCCC1	-4.3%	-15.3%	-19.4%
CCC(C)NC(=O)c1ccc2nc(Cc3ccc(OC)cc3)oc2c1 (centres undefined)	2.3%&-2.2%	?	?
CC(C)n1c(SCC(=O)N2CCN(C)CC2)nc2c1c(=O)n(C)c(=O)n2C	-6.3%	-2.0%	-8.6%
COc1ccc(Cl)cc1NC(=O)CSc1nc(-c2ccccc2)c2ccccc2n1	-2.9%	7.31µM*	20.6µM*

Structure	KAT2A inh	TDP1 cell CPT	DT40 TDP1 no CPT
Cc1cc(C(=O)NNc2ccc(F)cc2F)no1	0.1%	-1.4%	-17.7%
Cc1cc(C(=O)NNC(=O)c2cccc(N(C)C)c2)c(C)o1	-9.6%	-14.6%	4.0%
CC(C)(CNC(=O)c1cnn(-c2nccc(-c3cc4ccccc4o3)n2)c1C1CC1)N1CCOCC1	.	-8.1%[9.04 µM]	-3.8%
CNC(=O)C(=O)NCC1OCCCN1S(=O)(=O)c1ccc(F)cc1C (centres undefined)	-13.1%	1.8%	-1.6%
CS(=O)(=O)c1ccc(-c2nnn(CC(N)=O)n2)cc1	-4.5%	-1.3%	-9.9%
S=C(NCc1ccncc1)Nc1ccc(Cl)cc1Cl	-18.1%	?	-18.3%
COc1cccc(CN2C(=O)c3ccccc3C2C(=O)NCCc2ccc(OC)c(OC)c2)c1 (centres undefined)	0.6%	?	?
Cc1ccc(NC(=O)NCCc2c(C)nn(C)c2C)cc1Cl	4.0%	?	23.1µM*

Structure	KAT2A inh	TDP1 cell CPT	DT40 TDP1 no CPT
COc1cc(/C=C2\SC(=Nc3ccccc3)N(CCc3c[nH]c4ccccc34)C2=O)ccc1OC(C)C(=O)O (centres undefined)	?	?	?
CCc1nc2ccc(C(=O)N(C)Cc3ccco3)cn2c1N(CC)Cc1cccc(Br)c1	.	11.6µM*	13µM*
Cn1c(NCC2CCCCC2)nc2cc(-c3ccsc3)sc2c1=O	.	25.9µM*	?
CCCCC1CCC(C(=O)N2CC(=O)Nc3ccc(Br)cc3C2c2ccc(F)cc2)CC1 (centres undefined)	-17.4%	23.1µM*	13µM*
COc1cccc2[nH]c3c(N4CCCC(C)C4)ncnc3c12 (centres undefined)	-11.7%	?	23.1µM*
CC(C)c1ccc(NC(=O)c2ccc(F)c(S(=O)(=O)N3CCN(c4ccccc4F)CC3)c2)cc1	3.4%	-11.1%	?
O=C(O)/C=C\C(=O)Nc1ccccc1F	-4.3%	-13.8%	1.7%
Cc1csc(SCCN2C(=O)c3ccccc3C2=O)n1	-3.7%	3.2%	-9.1%

Structure	KAT2A inh	TDP1 cell CPT	DT40 TDP1 no CPT
Cn1c(SCc2ccc(C#N)cc2)nnc1-c1ccncc1	1.1%	-2.1%	-4.4%
CN(C)C(=O)c1ccc(NC(=O)CSc2nc3ccccc3[nH]2)cc1	11.4%	-23.0%	-21.8%
CCOc1ccc2c(c1)c1nnc(SCC(=O)N3CCC(C)CC3)nc1n2C	4.3%	?	?
S=C(Nc1ccccc1Cl)N1CCCC(c2ccccc2)=N1	-5.8%	?	29.1µM*
COc1ccc(S(=O)(=O)N2CCN(Cc3cc(OC)c(OC)c(OC)c3)CC2)cc1	3.5%	?	?
N#Cc1cnc(Nc2ccc(F)cc2)nc1N	-2.6%	9.2%	-19.4%
COC(=O)C(C)Oc1ccc(Cl)c(CN2OCC(C)(C)C2=O)c1 (centres undefined)	.	-5.7%	-17.2%
Cc1c2cnn(-c3ccccc3)c(=O)c2c(C)n1CCCC(=O)Nc1cc(F)ccc1F	0.1%	-13.6%	?

Structure	KAT2A inh	TDP1 cell CPT	DT40 TDP1 no CPT
CCOC(=O)[C@@H](NC(=O)/C=C/[C@H]1O[C@@H](n2ccc(=O)[nH]c2=O)[C@H](O)[C@@H]1O)C(C)C	.	4.1%	3.2%
CS(=O)(=O)Nc1cccc(C2=NN(C(=O)c3ccco3)C(c3ccco3)C2)c1 (centres undefined)	-1.3%	16.4µM*	?
O=C(Nc1cccc(Cl)c1)C1CCCCC1	-22.3%	?	?
Cc1nccn1-c1ccc(NC(=O)[C@H]2O[C@@H](n3ccc(N)nc3=O)[C@H](O)[C@@H]2O)cc1	.	2.1%	-17.4%
CS(=O)(=O)N1CCC2(CCN(C(=O)Nc3cccc(F)c3)CC2)CC1	-4.0%	-5.8%	-25.8%
COCc1cc(=O)[nH]c(/N=C(\N)Nc2ccc(Cl)c(Cl)c2)n1	-13.2%	18.1%	-12.4%
Cc1cc(N/C=C(\C#N)S(=O)(=O)c2ccccc2Cl)nc(C)n1	?	2.7%	-21.7%
Cc1nc(COC(=O)c2ccc(CO)cc2)cs1	0.0%	-8.9%	-18.1%

Structure	KAT2A inh	TDP1 cell CPT	DT40 TDP1 no CPT
O=c1[nH]c2c(cnn2-c2ccc(Cl)cc2)c(=O)n1-c1cccc(Cl)c1	-6.6%	?	29.1µM*
CCOC(=O)c1cnn(-c2nc(OC)cc(OC)n2)c1C(F)(F)F	-6.5%	-2.8%	-6.3%
NC(=O)c1ccc(Nc2nc(C(N)c3ccccc3Cl)cs2)cc1 (centres undefined)	.	?	?
CC(NC(=O)CSc1ncccc1C(=O)O)C1CC2CCC1C2 (centres undefined)	-2.4%	-14.4%	2.6%
Cc1cc(C)cc(OCc2nnc(SCC(=O)c3ccccc3)o2)c1	0.5%	-0.5%	-24.8%
Cc1cc(C)nc(SCCCNCc2ccc(Br)cc2)n1	-0.8%	?	20.6µM*
Cc1nn(C)c(C)c1CCC(=O)N1CCCC(C(=O)c2cccc(OC(C)C)c2)C1 (centres undefined)	-2.0%	18.4µM*	?
O=C(CN1CCN(c2ccccc2O)CC1)Nc1ccc2c(c1)CCC2	3.7%	14.0%	?

Structure	KAT2A inh	TDP1 cell CPT	DT40 TDP1 no CPT
O=C(CSc1c[nH]c2ccccc12)NCC1CCCO1 (centres undefined)	-2.4%	0.1%	-3.7%
CCc1ccc(S(=O)(=O)c2nnn3c2nc(Nc2cccc(C)c2C)c2sccc23)cc1	-3.2%	23.1µM*	20.6µM*
CCc1ccc(NC(=O)c2ccc(F)c(S(=O)(=O)N(CC)c3ccccc3)c2)cc1	0.8%	?	8.2µM*
CCCC(=O)N1CCCC1(C)C(=O)Nc1ccc(C)c(C)c1 (centres undefined)	.	4.5%	-16.3%
CCOC(=O)c1cccc(Nc2nc(C(=O)OCC)nc3ccccc23)c1	-5.5%	4.11µM*	3.26µM*
CCCCN1C(=O)c2ccc(C(=O)Nc3ccc(S(=O)(=O)N(C)C)cc3)cc2C1=O	-1.3%	-24.7%	?
